Screens deposited in PubChem by Broad Institute.
ROS inducer = inducers of reactive oxygen species in cancer cells | U2OS ROS induction, H2DCF-DA fluorescence | ROS induction (% of piperlongumine), % at 10 µM | 2% of 46,000 active; in the data active = ROS induction above about 79%, passing the limit was not always enough;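 note: 0% = DMSO vehicle median and 100% = reference compound median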
* marks the source's active call; other numbers are inactive results. Not all compounds are listed; rates above refer to the full screens.

item | compound | ROS inducer
1 | O=C(CSc1ncnc2scc(-c3ccc(Cl)cc3)c12)Nc1nsc(-c2ccccc2)n1 | -51
2 | O=C(c1ccccc1)c1cc2ccccc2oc1=O | 24
3 | COc1ccc(Cl)cc1NC(=O)COc1ccc([N+](=O)[O-])cc1 | 3
4 | NS(=O)(=O)c1ccc(NC(=S)NCCc2c[nH]c3ccccc23)cc1 | -3
5 | Cc1ccc2nc(NCCC(=O)O)nc(-c3ccccc3)c2c1 | 18
6 | COc1cc(NS(=O)(=O)c2ccc(NC(=O)c3ccc(Cl)cc3Cl)cc2)ncn1 | 16
7 | Cc1ccccc1NC(=O)COc1ccc(-c2nc3sc4c(c3c(=O)[nH]2)CCCC4)cc1 | 3
8 | Cc1cc(Nc2ccc(F)cc2)nc(SCc2c(Cl)cccc2Cl)n1 | 70
9 | Cc1ccc(S(=O)(=O)N(C)C[C@@H]2Oc3ccc(NC(=O)CCN4CCOCC4)cc3C(=O)N([C@H](C)CO)C[C@H]2C)cc1 | -20
10 | Cc1noc(C)c1S(=O)(=O)Nc1cccc2c1O[C@@H](CN(C)Cc1ccc(C(=O)O)cc1)[C@@H](C)CN([C@@H](C)CO)C2=O | 2
11 | Cc1ccc(S(=O)(=O)N(C)C[C@H]2Oc3ccc(NC(=O)Nc4c(C)noc4C)cc3C(=O)N([C@@H](C)CO)C[C@H]2C)cc1 | 5
12 | COC(=O)CCn1cnc(-c2ccccc2)c1-c1ccccc1 | 26
13 | Cc1noc(C)c1NC(=O)N(C)C[C@@H]1Oc2ccc(NS(=O)(=O)c3ccc(Cl)cc3)cc2CC(=O)N([C@@H](C)CO)C[C@@H]1C | -1
14 | Cc1cc(C)nc(SCC(=O)Nc2ccc(C(=O)O)cc2)n1 | -6
15 | N#Cc1c(-c2ccco2)nc(SCC(=O)Nc2ccc(I)cc2)[nH]c1=O | -7
16 | C[C@H]1CN([C@@H](C)CO)C(=O)Cc2cc(NC(=O)Nc3ccc(C(F)(F)F)cc3)ccc2O[C@@H]1CN(C)Cc1ccncc1 | -6
17 | COc1c(OC2OC(CO)C(O)C(O)C2O)ccc(O)c1C(=O)OCc1ccccc1O[C@@H]1O[C@H](CO)[C@@H](O)[C@H](O)[C@H]1O (stereo partly specified) | -10
18 | C=C(C(=O)O)C1CCC2(C)CCC(O)C2(C(C)=O)C1 (stereo unspecified) | -13
19 | CCCN(C)C[C@@H]1OCCCC[C@@H](C)Oc2ccc(NS(=O)(=O)c3ccc(C)cc3)cc2C(=O)N([C@H](C)CO)C[C@@H]1C | -7
20 | N#Cc1cnc2c(-c3ccccc3)c(COc3ccccc3)nn2c1N | 36

(continued)
item | compound | ROS inducer
21 | CC(=O)O[C@@H]1[C@@H](OC(C)=O)[C@H](C)O[C@@H](O[C@H]2[C@@H]3C=CO[C@@H](O[C@@H]4O[C@H](CO)[C@@H](O)[C@H](O)[C@H]4O)[C@@H]3[C@@]3(CO)O[C@@H]23)[C@@H]1OC(=O)/C=C/c1ccccc1 | 3
22 | C[C@@H]1CN([C@@H](C)CO)C(=O)c2cccc(NC(=O)Nc3ccc4c(c3)OCO4)c2O[C@H]1CN(C)S(=O)(=O)c1ccc(F)cc1 | -3
23 | Cc1cc2c(c(=O)n1CCN1CCOCC1)C(c1cccc(F)c1)C(C#N)=C(N)O2 (stereo unspecified) | 36
24 | C[C@@H]1CN([C@@H](C)CO)C(=O)Cc2cc(N(C)C)ccc2O[C@@H]1CN(C)Cc1ccc(Oc2ccccc2)cc1 | 5
25 | C[C@H]1CN([C@@H](C)CO)C(=O)c2cccc(NC(=O)c3cnccn3)c2O[C@H]1CN(C)Cc1ccc2c(c1)OCO2 | 1
26 | C[C@@H]1CN([C@@H](C)CO)C(=O)c2cc(NC(=O)CCCCCC(=O)Nc3ccccc3N)ccc2O[C@@H]1CN(C)CC1CCCCC1 | 13
27 | C[C@@H]1CCC2C(C)(C)CCC[C@@]2(C)[C@@]1(O)CC/C(=C\CO)CO (stereo partly specified) | -2
28 | Cc1oc2c(c1C(=O)NCc1ccccc1)C(=O)c1ccccc1C2=O | 57
29 | COc1ccc(NC(=O)Nc2ccc3c(c2)CC(=O)N([C@@H](C)CO)C[C@@H](C)[C@@H](CN(C)C(=O)Nc2ccc(OC)cc2)O3)cc1 | 2
30 | COc1ccc(NC(=O)Nc2ccc3c(c2)CC(=O)N([C@H](C)CO)C[C@@H](C)[C@@H](CN(C)Cc2ccc(-c4ccccc4)cc2)O3)cc1 | 44
31 | c1ccc(-c2nnc(SCC3CCOCO3)n2-c2ccccc2)cc1 (stereo unspecified) | -2
32 | C[C@@H]1CN([C@@H](C)CO)C(=O)c2cc(NC(=O)C3CC3)ccc2O[C@H]1CN(C)C | -1
33 | CNC[C@H]1OCCCC[C@@H](C)Oc2ccc(NC(=O)NC3CCCCC3)cc2C(=O)N([C@H](C)CO)C[C@@H]1C | -2
34 | CC(C)(C)OC(=O)N[C@@H](Cc1ccccc1)c1n[nH]c(=S)o1 | 3
35 | C[C@H](CO)N1C[C@H](C)[C@H](CN(C)C(=O)Nc2ccccc2)Oc2ncc(C#CCN(C)C)cc2C1=O | -13
36 | CS(=O)(=O)Nc1ccc([N+](=O)[O-])cc1OC1CCCCC1 | 30
37 | COCCOC(=O)N1C(=O)[C@@]2(c3cc(C#CC4=CCCCC4)ccc31)[C@H](C(=O)N1CCN(c3ncccn3)CC1)[C@H]1C(=O)O[C@H](c3ccccc3)[C@H](c3ccccc3)N1[C@@H]2c1ccccc1OCCO | 128*
38 | C[C@@H]1CN([C@@H](C)CO)C(=O)CCCn2nncc2CO[C@H]1CN(C)C(=O)Nc1cccc(F)c1 | 66
39 | CC(C)NC(=O)Nc1ccc2c(c1)C(=O)N([C@H](C)CO)C[C@H](C)[C@@H](CN(C)CC1CCCCC1)OCCCC[C@@H](C)O2 | 10
40 | C/C(=N\N)c1c(-c2ccccc2)c2cc(Br)ccc2[nH]c1=O | 15

Later entries
item | compound | ROS inducer
41 | C[C@H](CO)N1C[C@H](C)[C@@H](CN(C)C(=O)Nc2ccc(F)cc2)Oc2ccc(NC(=O)NC3CCCCC3)cc2C1=O | 57
42 | O=C(N/N=C/c1ccc(O)c(O)c1O)c1ccccn1 | 11
43 | CC1(CCO[C@H]2O[C@H](CO)[C@@H](O)[C@H](O)[C@H]2O)CCC2C(=CCC3[C@]2(C)CCC[C@@]3(C)C(=O)O)C1 (stereo partly specified) | -1
44 | C[C@H](CO)N1C[C@H](C)[C@H](CN(C)S(=O)(=O)c2ccc(Cl)cc2)Oc2c(NS(=O)(=O)c3ccccc3)cccc2C1=O | -7
45 | C[C@@H]1CN([C@@H](C)CO)C(=O)Cc2cc(NS(=O)(=O)c3ccc(F)cc3)ccc2O[C@@H]1CN(C)CC1CC1 | -5
46 | COc1ccc(CN(C)C[C@H]2Oc3ccc(NS(=O)(=O)c4ccccc4)cc3C(=O)N([C@@H](C)CO)C[C@H]2C)cc1 | -1
47 | C[C@@H]1CCCCO[C@H](CN(C)C(=O)Nc2ccccc2)[C@@H](C)CN([C@H](C)CO)C(=O)c2cc(NC(=O)Nc3ccc4c(c3)OCO4)ccc2O1 | 5
48 | O=C(O)CC1(Cc2nc(-c3ccc(Cl)cc3)no2)CCCC1 | -2
49 | c1ccc(-c2nc3ccccc3o2)cc1 | -7
50 | S=c1cc(-c2ccccc2)ss1 | -15
51 | Cc1noc(C)c1NC(=O)Nc1cccc2c1O[C@@H](CN(C)C(=O)NC(C)C)[C@@H](C)CN([C@H](C)CO)C2=O | -10
52 | Cc1noc(C)c1NC(=O)N(C)C[C@H]1Oc2ccc(NS(=O)(=O)c3cn(C)cn3)cc2C(=O)N([C@H](C)CO)C[C@H]1C | -9
53 | CC(=O)Oc1ccccc1OCc1nn(C)c2ccccc12 | -4
54 | CCN(CC)CCOc1ccc2nc(N(C)C)sc2c1 | 7
55 | Cc1ccc(S(=O)(=O)Nc2ccc3c(c2)C(=O)N([C@@H](C)CO)C[C@H](C)[C@H](CN(C)Cc2ccncc2)O3)cc1 | 1
56 | C[C@H]1CN([C@@H](C)CO)C(=O)Cc2cc(NC(=O)C3CC3)ccc2O[C@@H]1CN(C)S(=O)(=O)c1ccc(F)cc1 | 1
57 | CC(C)(C)c1ccc(C(=O)N2CCCC2)cc1 | -4
58 | CC1=C(Cc2ccc(OC(=O)c3ccccc3)cc2)C(=O)C(C(C)C)CC1 (stereo unspecified) | -6
59 | CN(CCc1ccccn1)C(=O)c1cccnc1Oc1ccc(Cl)cc1 | -11
60 | COc1cc(-c2ccc(=O)[nH]n2)ccc1OC(F)F | 0

Among those listed so far, two have a furan ring, fused or not:
item | compound | ROS inducer
15 | N#Cc1c(-c2ccco2)nc(SCC(=O)Nc2ccc(I)cc2)[nH]c1=O | -7
28 | Cc1oc2c(c1C(=O)NCc1ccccc1)C(=O)c1ccccc1C2=O | 57

A few values from the entries so far.
In ROS inducer, entry 49 has -7
In ROS inducer, entry 2 has 24
In ROS inducer, entry 28 has 57
In ROS inducer, entry 56 has 1
In ROS inducer, entry 22 has -3

The listing continues.
item | compound | ROS inducer
61 | C[C@H](CO)N1C[C@H](C)[C@@H](CN(C)Cc2ccncc2)Oc2c(NC(=O)Nc3ccc(F)cc3)cccc2C1=O | 12
62 | C[C@H]1CN([C@@H](C)CO)C(=O)c2cccc(NC(=O)Nc3cccc4ccccc34)c2O[C@H]1CN(C)Cc1ccc(C(F)(F)F)cc1 | 20
63 | C=CCN1C(=S)N[C@@H]2CS(=O)(=O)C[C@@H]21 | 41
64 | Clc1ccc(CSc2nnc(-c3ccco3)n2Cc2ccco2)c(Cl)c1 | 33
65 | CCOC(=O)CC(=O)c1ccn(C)n1 | -12
66 | Cc1noc(C)c1NC(=O)N(C)C[C@@H]1Oc2c(NC(=O)Nc3ccccc3)cccc2C(=O)N([C@@H](C)CO)C[C@@H]1C | -2
67 | C[C@@H]1CN([C@H](C)CO)C(=O)c2cc(NS(=O)(=O)c3cccs3)ccc2O[C@H]1CN(C)S(=O)(=O)c1ccccc1 | 0
68 | O=c1c2ccccc2nc2c3ccccc3c(NCc3ccccn3)nn12 | 8
69 | C[C@H](CO)N1C[C@H](C)[C@H](CN(C)S(=O)(=O)c2cccs2)Oc2ccc(NS(C)(=O)=O)cc2CC1=O | 14
70 | C[C@@H]1CN([C@@H](C)CO)C(=O)c2cc(NS(=O)(=O)c3ccccc3)ccc2O[C@@H]1CN(C)Cc1ccc(C(=O)O)cc1 | -1
71 | O=C(O)C(Cc1ccccc1)N1C(=O)C2C3C=CC(C3)C2C1=O (stereo unspecified) | -3
72 | C[C@@H]1CN([C@H](C)CO)C(=O)c2cc(NC(=O)Cc3ccccc3)ccc2O[C@@H]1CN(C)C(=O)NC1CCCCC1 | 35
73 | COc1ccc(CNC(=S)NN)cc1 | -10
74 | C[C@@H]1CN([C@@H](C)CO)C(=O)c2cccc(NC(=O)Nc3ccc(C(F)(F)F)cc3)c2O[C@H]1CN(C)Cc1ccc(C(F)(F)F)cc1 | 41
75 | Cc1cc(C)nc(SCC(=O)c2ccc(Oc3ccccc3)cc2)n1 | -9
76 | Cc1ccc(C)c(NS(=O)(=O)c2ccccc2)c1 | -5
77 | CCSC(SCC)=C(C#N)C(=O)Nc1ccccc1 | -9
78 | CS(=O)(=O)N(CC(=O)Nc1cc(C(F)(F)F)ccc1Cl)c1cccc([N+](=O)[O-])c1 | 52
79 | CCC(=O)Nc1ccc(C(=O)Nc2cc(OC)ccc2NC(=O)c2ccco2)cc1 | 1
80 | Cn1c(CO)nc2ccccc21 | -12

Further structures follow:
item | compound | ROS inducer
81 | C[C@H]1CN([C@@H](C)CO)C(=O)c2cc(NC(=O)Nc3ccc(F)cc3)ccc2O[C@@H]1CN(C)S(=O)(=O)c1cccs1 | 5
82 | C[C@H]1CN([C@@H](C)CO)C(=O)c2cccc(NC(=O)Nc3ccc4c(c3)OCO4)c2O[C@@H]1CN(C)Cc1ccc(-c2ccccc2)cc1 | 16
83 | CC(C)NC(=O)Nc1ccc2c(c1)CC(=O)N([C@@H](C)CO)C[C@H](C)[C@@H](CN(C)Cc1ccc(C(=O)Nc3ccccc3N)cc1)O2 | -3
84 | CC(C)NC(=O)Nc1ccc2c(c1)C(=O)N([C@@H](C)CO)C[C@@H](C)[C@H](CN(C)S(=O)(=O)c1cn(C)cn1)O2 | -2
85 | Cc1ccc(NC(=S)NN(C)C)cc1 | -18
86 | C[C@@H]1CN([C@H](C)CO)C(=O)c2cc(NC(=O)Cn3cnnn3)ccc2O[C@@H]1CN(C)Cc1ccc(Oc2ccccc2)cc1 | 75
87 | C[C@@H]1CN([C@H](C)CO)C(=O)Cc2cc(NC(=O)Cn3cnnn3)ccc2O[C@H]1CN(C)C(=O)NC1CCCCC1 | -1
88 | C[C@H](CO)N1C[C@H](C)[C@@H](CN(C)S(=O)(=O)c2cccs2)Oc2ccc(NC(=O)CCCCCC(=O)Nc3ccccc3N)cc2C1=O | 13
89 | CCOc1ccc(NC(=O)NN2C(C)CCCC2C)cc1 (stereo unspecified) | 13
90 | C[C@H](CO)N1C[C@H](C)[C@H](CN(C)Cc2ccccc2)Oc2ccc(NS(=O)(=O)c3ccccc3)cc2CC1=O | 5
91 | CCOC(=O)C(C)Sc1ncnc2c1sc1nc(N3CCOCC3)c3c(c12)CC(C)(C)OC3 (stereo unspecified) | 5
92 | Cc1ccc2nc(-c3ccc(NC(=O)CSc4nnc(C)s4)cc3)sc2c1 | 5
93 | C[C@@H]1CN([C@H](C)CO)C(=O)Cc2cc(NS(=O)(=O)c3ccc(Cl)cc3)ccc2O[C@@H]1CN(C)S(=O)(=O)c1cn(C)cn1 | 3
94 | CCn1c(=O)cc(N2CCN(c3ccccc3)CC2)[nH]c1=O | 20
95 | COC(=O)c1ccc([C@H]2C=C(C(=O)O)O[C@@H](OCCCCO)C2)cc1 | 35
96 | C[C@H](CO)N1C[C@H](C)[C@H](CN(C)S(=O)(=O)c2cn(C)cn2)Oc2ccc(N(C)C)cc2C1=O | 1

4 of the compounds above, with each value named.
[90] C[C@H](CO)N1C[C@H](C)[C@H](CN(C)Cc2ccccc2)Oc2ccc(NS(=O)(=O)c3ccccc3)cc2CC1=O
  ROS inducer: 5

[91] CCOC(=O)C(C)Sc1ncnc2c1sc1nc(N3CCOCC3)c3c(c12)CC(C)(C)OC3 (stereo unspecified)
  ROS inducer: 5

[92] Cc1ccc2nc(-c3ccc(NC(=O)CSc4nnc(C)s4)cc3)sc2c1
  ROS inducer: 5

[93] C[C@@H]1CN([C@H](C)CO)C(=O)Cc2cc(NS(=O)(=O)c3ccc(Cl)cc3)ccc2O[C@@H]1CN(C)S(=O)(=O)c1cn(C)cn1
  ROS inducer: 3
